SENP1 inh – blocks the human SENP1 SUMO protease catalytic domain; Q9P0U3; recombinant SENP1 catalytic domain, CyPet-SUMO1-YPet FRET cleavage; inhibition, % at 10 µM; hit rate 0.21% among 360,000; AID 624204;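 active = inhibition at least 30% at 10 µM, raw YFP signal under a set limit, fluorescence ratio 0.5 to 1.5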;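 also: 0% = enzyme with DMSO and 100% = no enzyme wells; some results filed as inactive read as strong as hits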
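Material – human SENP1 catalytic domain · Input – SENP1 enzyme, 20 pM final · Compound dosing – single concentration of 10 µM compound, 0.5% DMSO final · Timing – enzyme reaction for 50 min at room temperature, dark · Measured by – FRET fluorescence in CFP and YFP emission channels · Control set – no-enzyme wells low, DMSO-plus-enzyme wells high control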
UBC13 polyUb – blocks human UBC13 polyubiquitin chain formation | TR-FRET | P61088 | inhibition, % at 20 µM | hit rate 0.47% among 330,000; in the data active = inhibition above about 45%, passing the limit was not always enough
PfG6PD inh – PfG6PD (Plasmodium falciparum) enzyme inhibition. hit rate 0.78% among 350,000. inhibition, % at 20 µM. PfGluPho enzyme, NADPH resazurin-diaphorase fluorescence. AID 504690;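 active = inhibition reaching at least a set limit at 20 µM in the primary screen, cut at about 59% in these data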;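 also: 0% = DMSO wells with substrate and 100% = DMSO wells lacking glucose-6-phosphate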
SENP7 block – SENP7 protease inhibition | Q9BQF6 | recombinant SENP7, Z-RLRGG-aminoluciferin luminescence, 40 min | inhibition, % at 5 µM | hit rate 1.5% among 330,000 | AID 434973;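 active = inhibition above about 50% at the single test dose, limit read from the data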;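 also: plate controls were DMSO with enzyme for no effect and no enzyme buffer wells for full effect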
SENP6 block – blocks the human protease SENP6; Q9GZR1; inhibition, % at 10 µM; hit rate 1.8% among 330,000; AID 2599; Recombinant SENP6 catalytic domain, aminoluciferin luminescence;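 active = inhibition above about 50% at the single tested dose, limit read from the data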;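 also: plate controls were DMSO wells with enzyme for no effect and DMSO wells lacking enzyme for full effect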
SENP8 block-1 – inhibitors of human SENP8 protease; inhibition, % at 20 µM; hit rate 0.64% among 360,000; Q96LD8; AID 602440; recombinant SENP8, Nedd8 substrate fluorescence; in the data active = inhibition mostly above about 40%, no sharp cut-off; inactive = mostly below about 27%
SENP8 block-2 – blocks the human protease SENP8; inhibition, % at 10 µM; purified SENP8, Z-RLRGG-aminoluciferin cleavage, luminescence; AID 2540; hit rate 1.2% among 330,000; Q96LD8; in the data active = inhibition above about 50%
MIN6 prolif – induces beta-cell replication in MIN6 cells; MIN6 cells proliferation, ATPlite luminescence, 48 h; cells starved in 0.2% serum; 100% = growth in 10% serum; hit rate 0.29% among 330,000; AID 2380; proliferation, % at 10 µM;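 active = compounds whose signal lies at least 3.5 SD above the mean of all wells on their plate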;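 also: 0% = DMSO-treated cells in low-serum medium and 100% = 10% serum control; some compounds called inactive have numbers as strong as hits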
HKDC1 inhibitor – blocks human hexokinase HKDC1 activity | recombinant HKDC1, G6PDH/diaphorase resazurin coupled fluorescence | inhibition, % at 20 µM | hit rate 0.16% among 340,000 | AID 493160;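 active = inhibition above about 35% when tested at 20 µM, limit read from the data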;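 also: plate controls were DMSO wells with enzyme for no effect and DMSO wells lacking enzyme for full effect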
Target sequence (Q2TB90 whole entry, looked up): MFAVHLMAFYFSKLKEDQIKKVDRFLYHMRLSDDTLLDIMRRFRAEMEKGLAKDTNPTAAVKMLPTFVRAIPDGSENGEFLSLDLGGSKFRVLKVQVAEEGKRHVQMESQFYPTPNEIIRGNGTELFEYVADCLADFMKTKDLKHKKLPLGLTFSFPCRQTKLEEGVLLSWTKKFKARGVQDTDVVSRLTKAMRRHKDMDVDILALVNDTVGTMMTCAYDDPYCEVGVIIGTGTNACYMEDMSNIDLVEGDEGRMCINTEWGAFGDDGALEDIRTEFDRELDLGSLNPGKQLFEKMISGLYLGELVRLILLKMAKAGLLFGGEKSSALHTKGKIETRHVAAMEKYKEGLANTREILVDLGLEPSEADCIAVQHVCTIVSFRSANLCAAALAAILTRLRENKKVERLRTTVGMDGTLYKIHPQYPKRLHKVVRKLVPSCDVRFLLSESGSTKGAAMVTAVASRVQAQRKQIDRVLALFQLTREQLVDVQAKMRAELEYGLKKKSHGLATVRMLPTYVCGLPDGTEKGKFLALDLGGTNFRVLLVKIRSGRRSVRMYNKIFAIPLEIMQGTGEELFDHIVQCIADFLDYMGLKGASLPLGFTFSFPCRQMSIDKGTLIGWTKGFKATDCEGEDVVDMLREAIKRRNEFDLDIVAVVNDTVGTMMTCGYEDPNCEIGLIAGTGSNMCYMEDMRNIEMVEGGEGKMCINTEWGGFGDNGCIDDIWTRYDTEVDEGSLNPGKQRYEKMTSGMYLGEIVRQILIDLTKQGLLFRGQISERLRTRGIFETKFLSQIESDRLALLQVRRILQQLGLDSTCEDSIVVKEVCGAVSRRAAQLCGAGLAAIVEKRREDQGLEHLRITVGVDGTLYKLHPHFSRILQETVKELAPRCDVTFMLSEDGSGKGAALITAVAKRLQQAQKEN
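Assay system: recombinant HKDC1 hexokinase; detection: coupled resazurin fluorescence, excitation 525 nm, emission 613 nm; benchmarks: DMSO-plus-enzyme-mix negative control, buffer-substituted positive control; compound dosing: single 20 µM dose; schedule: 90 min at room temperature in dark; also added: glucose plus 1 mM ATP as hexokinase substrates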
Starred values were filed as active, the others as inactive; / = not tested or not shown.

SMILES	SENP1 inh	UBC13 polyUb	PfG6PD inh	SENP7 block	SENP6 block	SENP8 block-1	SENP8 block-2	MIN6 prolif	HKDC1 inhibitor
O=C(CSC(=S)N1CCCC1)Nc1ccc(Br)cc1Cl	1	2	-6	2	-11	2	-5	-1	-4
COc1ncccc1C(=O)N1CCCC(C(=O)c2cc(F)ccc2F)C1 (stereo not given)	1	6	-10	-3	-3	12	0	-2	-5
N#Cc1ccccc1Sc1ccccc1C(=O)OCC(=O)NC12CC3CC(CC(C3)C1)C2	1	5	1	-4	7	8	-6	-6	1
Cc1c(Cl)cccc1Nc1nc(N)nc(CN2CCCCCC2)n1	-17	7	4	2	-5	17	6	0	3
CC(SC1CCCC1)C(=O)NC(C)(C#N)C(C)C (stereo not given)	-1	-5	-4	-7	-6	4	-5	-2	-3
C=Cn1cc[n+](CC(=O)c2ccc(-c3ccccc3)cc2)c1	-1	8	4	-15	-21	1	-7	-4	1
O=C(Cc1nnc(NC(=O)c2ccccc2)s1)N/N=C\c1ccc(O)c(O)c1	-22	-8	-2	-3	9	-3	8	-3	2
COc1ccc(C=O)cc1OS(=O)(=O)c1ccc(NC(C)=O)cc1	0	-3	-7	-3	3	-3	-1	-3	15
C[C@H](NC(=O)c1ccc(C(C)(C)C)cc1)C(=O)N1CCOCC1	2	-4	1	4	-28	10	-10	0	2
c1ccc(Nc2c3c(nc4ncnn24)CCC3)cc1	-1	-1	-5	0	9	10	-6	3	-4
Cc1cc(C)cc(NC(=O)CCC(=O)Nc2nnc(C(C)C)s2)c1	1	-6	-1	11	-2	3	-9	-3	-6
N#CC(C#N)=C1C=C2C=C(N3CCOCC3)CCC2CC1 (stereo not given)	-36	/	-6	/	/	-5	/	/	-3
O=C(CCNS(=O)(=O)c1cccc2nsnc12)NCCc1ccccc1	-1	-3	0	6	-5	-161	-3	-5	-5
CCN(CC)Cc1cc(NC2=NS(=O)(=O)c3ccccc32)ccc1OC(=O)c1ccccc1	2	5	24	-7	-17	3	-6	0	-5
O=C(O)Cn1nnnc1SCC(=O)Nc1ccc(OC(F)(F)F)cc1	1	3	0	-4	-9	25	-1	-3	-7
CN1CCCC(OC(=O)c2cc(Cl)cc(Cl)c2)C1 (stereo not given)	1	-13	6	2	-3	0	-7	-1	-1
Cc1c(OCC(=O)NCCCN2CCCC2=O)ccc2c3c(c(=O)oc12)CCC3	0	9	4	0	-29	-97	-5	-2	0
Cc1cc2nnc(SCC(=O)Nc3cccc(S(=O)(=O)N4CCOCC4)c3)n2c2ccccc12	0	-8	5	4	8	-130	-4	-2	7
CC1CC(C)CN(C(=O)CSc2n[nH]c(N)n2)C1 (stereo not given)	0	8	-8	-3	13	11	0	-2	-2
CCCN(CC(=O)Nc1ccc(F)c(F)c1F)Cc1cc(=O)n2ccsc2n1	0	12	-5	-4	0	-29	0	0	-2
COC(=O)C1=NNC2(c3ccc(C)cc3)C(=O)N(c3cccc(C)c3C)C(=O)C12 (stereo not given)	3	8	3	2	-7	14	2	0	-2
COc1cccc(N=Cc2nc(-c3ccccc3)oc2OC(C)=O)c1	-2	2	15	-2	-19	-2	-3	-2	-2
C=CCc1cccc(CNc2nc3ccccc3n2C(C)C)c1O	3	16	3	3	-3	8	2	-5	5
O=C1C(=O)N(c2ccccc2)C(c2ccccc2[N+](=O)[O-])/C1=C(\O)c1ccccc1 (stereo not given)	-83	-25	10	1	35	-20	7	-2	1
CCCn1c(CCl)nc2cc(S(=O)(=O)N3CCOCC3)ccc21	0	-14	2	-9	-7	0	-8	-3	-5
Cn1c(SCC(=O)Nc2ncc(C(F)(F)F)cc2Cl)nnc1-c1ccc(Cl)cc1	-2	1	-11	-3	-25	1	-7	-1	9
CCNC(=O)CSc1nnc(-c2ccccc2Br)n1-c1cccc(C(F)(F)F)c1	3	6	51	-5	-15	16	0	0	-3
Cc1[nH]c(N)nc(=S)c1CCCNc1ccccc1	1	/	20	/	/	15	/	/	-2
Cc1cc2c(cc1C)C(c1ccccc1Br)CC(=O)N2 (stereo not given)	-1	6	1	5	-3	16	-4	-2	-4
O=C(O)c1ccccc1NS(=O)(=O)c1ccc2ccccc2c1	3	4	-29	5	8	3	-2	0	7
COc1ccc(CNc2nc3c(c(=O)[nH]c(=O)n3C)n2CCCc2ccccc2)cc1	2	-8	-15	1	-12	18	-7	5	4
Cc1ccc(C)c(NC(=S)N2C3CCCC2CC(NC(=O)C2CC2)C3)c1 (stereo not given)	-1	2	1	-3	-3	2	4	-2	-9
Cc1ccc(/C=C/c2nnc(-c3ccc(C)cc3)o2)cc1	0	-1	2	7	31	-284	7	-1	-7
CC(C)Cc1nnc(NC(=O)Nc2ccccc2)s1	4	-4	-15	-6	-32	-13	-10	0	2
COC(=O)C(NC(=O)CN1C(=O)c2ccccc2C1=O)c1ccc(O)c(OC)c1 (stereo not given)	-1	-4	-1	5	-7	29	-3	-1	-2
CCO[C@@H]1OC(C(N)=O)=C[C@H](c2coc3ccccc3c2=O)[C@H]1CCCO	0	2	-2	-7	0	10	18	3	-1
CCc1ccc(C(=O)COc2ccc(NC(C)=O)cc2)cc1	2	-10	-10	-9	-21	16	-12	-3	4
CC(=O)Nc1ccc(C(=O)CSc2nnc(-c3ccc(O)cc3)n2CC2CCCO2)cc1 (stereo not given)	0	6	50	-1	-8	10	-2	1	13
CNC(=S)N1N=C(c2ccc(C)cc2)CC1c1ccc(OC)cc1 (stereo not given)	0	2	6	7	-4	21	-5	-5	-3
O=C(CSc1nnc2ccc(-c3ccc(Br)cc3)nn12)NCC1CCCO1 (stereo not given)	1	11	8	-2	-6	-328	-4	-4	0
O=C(N/N=C/c1ccc([N+](=O)[O-])o1)c1cc2c(ccc3ccccc32)o1	-16	/	-1	/	/	-35	/	/	12
Cc1cc(C)cc(NC(=S)NCC2CCCO2)c1 (stereo not given)	4	-3	2	0	-13	16	0	-3	-2
CC(CCc1ccccc1)NC(=O)COC(=O)c1ccc([N+](=O)[O-])cc1 (stereo not given)	-4	5	-1	-1	15	16	2	-3	2
COc1ccc(OCC(=O)OCC(=O)NCC2CCCCC2)cc1	2	2	-2	-2	-6	15	-1	-3	-3
COCC(=O)Nc1cc(OC)cc(OC)c1	0	5	1	-2	-17	8	-4	0	8
C=C(C)CN(CC)C(=O)Cn1cnc2c(oc3ccccc32)c1=O	1	-3	-4	-12	4	2	-7	1	6
Cc1cc(C(=O)N2CCN(c3ccccn3)CC2)c(C)o1	-2	6	-19	4	-6	-10	1	0	-12
CS(=O)(=O)N1CCN(c2nc3ccc(Cl)cc3s2)CC1	0	0	-2	0	-14	26	9	0	-3
CCOc1ccc(NC(=O)NCc2ccc3c(c2)OCO3)cc1	2	-7	2	1	-3	-7	9	-1	-5
CC(=O)Nc1ccc(NC(=O)CSc2ccc3nnc(CCNS(=O)(=O)c4ccc(C)cc4)n3n2)cc1	0	-6	-11	-12	-7	7	3	0	-5
COc1ccc(C(=O)Nc2ccccc2C(=O)N2CCOCC2)cc1Br	0	-1	3	0	-6	10	-4	-1	2
CCOC(=O)Cn1c(=O)oc2cc(S(=O)(=O)NC3CCCc4ccccc43)ccc21 (stereo not given)	1	6	5	0	-18	-4	8	-4	0
CC(=O)Nc1cccc(-c2cnc3ccccc3n2)c1	1	-5	-9	2	2	-44	-16	-2	5
CN(Cc1ccccc1)c1nc2c(c(=O)[nH]c(=O)n2C)n1CCSc1nc2ccccc2[nH]1	0	5	9	8	2	10	3	3	2
CCc1ccc2nc(N(CCCN(C)C)C(=O)c3ccc(C(=O)c4ccccc4)cc3)sc2c1	-1	74*	5	4	-23	14	2	-7	-6
Cc1c(C(=O)NCc2c(F)cc(F)cc2F)oc2ccc(S(=O)(=O)N3CCOCC3)cc12	4	-4	5	2	2	9	-4	1	-7
Cc1c(NC(=O)C2(c3ccc(Cl)cc3)CCCC2)c(=O)n(-c2ccccc2)n1C	3	2	-3	-7	2	30	4	-3	-9
CCN(C(=O)COc1cccc(-n2cnnn2)c1)C1CCS(=O)(=O)C1 (stereo not given)	-1	0	-9	8	2	17	10	-1	14
COc1ccc(N2CCN(C(=O)C3Cc4ccccc4CN3C(=O)c3ccco3)CC2)cc1 (stereo not given)	2	-4	23	-1	-4	9	1	-3	3
CCOC(=O)C1C2C=CC3(CN(c4ccccc4CC)C(=O)C13)O2 (stereo not given)	2	-11	0	-9	-12	28	-9	1	-3

The list goes on.
SMILES	SENP1 inh	UBC13 polyUb	PfG6PD inh	SENP7 block	SENP6 block	SENP8 block-1	SENP8 block-2	MIN6 prolif	HKDC1 inhibitor
CCOC(=O)CSC1=Nc2ccccc2C2=NC(CC(=O)NCc3ccc4c(c3)OCO4)C(=O)N12 (stereo not given)	11	-3	-7	-6	7	-45	-1	-1	5
Fc1ccc(-n2nnc(-c3ncc[nH]3)n2)cc1	/	-5	/	-2	20	/	23	-6	/
Nc1c(C(=O)c2cccs2)sc2nsc(SCCN3CCCCC3)c12	-33	-22	10	9	-11	17	3	-2	3
O=Cc1ccc(-c2cccc(C(=O)O)c2)o1	2	-8	-2	3	-19	-27	-3	0	-7
Cc1ccc(C(=O)CCC(=O)OCC(=O)NNC(=O)c2ccc([N+](=O)[O-])cc2)cc1	1	10	-3	-3	10	4	3	2	1
O=C(CN(Cc1ccc(F)cc1)C(=O)CCC(=O)Nc1nccs1)NCc1ccc(F)cc1	4	6	-8	-1	5	12	-6	6	-6
NC(=O)c1cnn(-c2cccc(Cl)c2)c1N	-2	-1	12	7	-3	24	-1	-2	-6
Cc1ccc2nsnc2c1S(=O)(=O)N1CCN(C)CC1	-1	-7	4	-13	-8	0	-2	-4	-3
Cc1cccc2nc(CSc3nc4ccc([N+](=O)[O-])cc4[nH]3)c(Br)n12	-5	-12	16	0	2	13	0	-1	13
O=C(NNc1cccc(Cl)n1)C1CC1	-1	11	-11	-1	2	16	1	2	-5
CCOC(=O)C1=C(N)N2C(=O)CSC2=C(C(=O)OC)C1	-10	5	-9	-7	3	-88	3	-2	-4
Cc1ncc(CN2CCN(CCc3ccccc3)C(CCO)C2)s1 (stereo not given)	0	10	7	-4	-5	1	7	0	-3
Cc1cccc(S(=O)(=O)c2c(N)n(/N=C/c3ccco3)c3nc4ccccc4nc23)c1	-9	-13	2	3	3	-285	-2	-2	-10
Cc1cc(NC(=O)c2ccccc2F)n(C(C)(C)C)n1	0	-6	8	-1	-7	-4	-5	-3	-7

High-throughput results: PubChem BioAssay, Sanford-Burnham Center for Chemical Genomics
